Screening results from PubChem.
Anesthetic bind = qHTS Assay for Identification of Novel General Anesthetics. apoferritin/1-aminoanthracene competitive binding, fluorescence. Potency, µM (titrated, usually from 77.5 µM), without a hit: top-dose activity change, negative = displacement, usual class: inhibitors. Ferritin light chain (Equus caballus), P02791. 350,000 tested, 0.074% active; further: potency means the concentration at half of the fitted maximal effect; on the % scale 0 is the no-effect control and ±100 the full control effect; nearly all actives have a fitted effect of over 20% in size
Target sequence (P02791 2-175 limits assumed): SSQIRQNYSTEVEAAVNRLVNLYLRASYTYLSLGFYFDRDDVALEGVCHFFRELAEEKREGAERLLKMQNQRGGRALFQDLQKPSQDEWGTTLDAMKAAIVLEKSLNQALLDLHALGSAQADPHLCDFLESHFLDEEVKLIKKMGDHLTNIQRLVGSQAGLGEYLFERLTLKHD
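Concentration-response curves derived by four-parameter Hill fitting of normalized fluorescence, where compounds displaced 1-AMA from 10 uM horse apoferritin following a brief 10 min room-temperature incubation; propofol titration acted as positive control.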
Pol kappa inh = qHTS for Inhibitors of Polymerase Kappa | DNA polymerase kappa (Homo sapiens), Q9UBT6 | purified Pol kappa, fluorescent DNA synthesis assay, 10 min | Potency, µM (top dose mostly 107 µM), for the others: at the highest dose activity, negative = inhibition, most hits filed as inhibitors | 400,000 tested, 0.53% active | AID 588579, 2011; further: potency means the concentration at half of the fitted maximal effect; on the % scale 0 is the no-effect control and ±100 the full control effect
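Here, compound and 10 nM enzyme are combined for 15 min at room temperature; adding 50 nM substrate (final) starts DNA synthesis, tracked by fluorescence at 0 and 10 min against buffer-only wells.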
BLM inh = qHTS Assay for Inhibitors of Bloom's syndrome helicase (BLM) | recombinant BLM DNA unwinding, fluorescence dequenching | Potency, µM (series often up to 56.1 µM), inactives show at the top dose activity change, negative = inhibition, usual class: inhibitors | 350,000 tested, 0.2% active | RecQ-like DNA helicase BLM (Homo sapiens), P54132 | AID 2528, 2010;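 further: potency means the concentration at half of the fitted maximal effect; plate controls were vehicle for no effect and no enzyme for full effect; nearly all actives have a fitted effect of over 35% in size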
TRHR ag = qHTS for Small Molecule Agonists and Allosteric Enhancers of Human TRH Receptor: Primary Screen for Agonists; Thyrotropin-releasing hormone receptor (Homo sapiens), P34981; 360,000 tested, 0.18% active; TRHR cells, calcium flux fluo-8, FDSS agonist mode; activation, % at 2 µM; in the data active means activation above about 30%; further: 0% is about no effect
Target sequence (P34981 whole entry, looked up): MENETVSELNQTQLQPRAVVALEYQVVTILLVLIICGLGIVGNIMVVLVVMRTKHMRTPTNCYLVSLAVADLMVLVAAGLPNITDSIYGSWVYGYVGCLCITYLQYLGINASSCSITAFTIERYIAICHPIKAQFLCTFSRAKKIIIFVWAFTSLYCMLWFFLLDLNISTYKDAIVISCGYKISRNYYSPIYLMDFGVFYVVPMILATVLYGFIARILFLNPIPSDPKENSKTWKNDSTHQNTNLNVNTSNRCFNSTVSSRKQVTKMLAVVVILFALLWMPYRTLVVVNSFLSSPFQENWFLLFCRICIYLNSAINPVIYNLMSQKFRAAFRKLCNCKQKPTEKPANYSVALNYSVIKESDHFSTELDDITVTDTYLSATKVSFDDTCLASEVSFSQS
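In this calcium-flux screen, cells bearing human TRHR are dye-loaded with fluo-8, baselined for 10 cycles, then exposed to library compounds; positive kinetic calcium responses during the agonist phase mark hits, with TRH as control.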
ERG-DNA inh = qHTS for Small Molecule Inhibitors of the ERG Ets/DNA interaction; Transcriptional regulator ERG (Homo sapiens), P11308; fluorescence polarization, His-ERG Ets domain / labelled DNA; Potency, µM (highest dose often 76.9 µM), inactives show at the top dose FP activity, negative = inhibition, most hits filed as inhibitors; 370,000 tested, 0.028% active; AID 624246, 2012; active means well fitted inhibition curve with a large enough effect in the polarisation, with a control signal flat; inconclusive means small, poorly fitted or top-dose-only effect, or effect the other way, or a change in a side signal; inactive means no such curve, though single readings can be large or run the other way; the % refers to the polarisation;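 further: polarization taken with two DNA probes labelled with fluorescein and Texas red; potency means the concentration at half of the fitted maximal effect; % of control where 0% means no effect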
Target sequence (P11308 whole entry, looked up, the tested form may be a part): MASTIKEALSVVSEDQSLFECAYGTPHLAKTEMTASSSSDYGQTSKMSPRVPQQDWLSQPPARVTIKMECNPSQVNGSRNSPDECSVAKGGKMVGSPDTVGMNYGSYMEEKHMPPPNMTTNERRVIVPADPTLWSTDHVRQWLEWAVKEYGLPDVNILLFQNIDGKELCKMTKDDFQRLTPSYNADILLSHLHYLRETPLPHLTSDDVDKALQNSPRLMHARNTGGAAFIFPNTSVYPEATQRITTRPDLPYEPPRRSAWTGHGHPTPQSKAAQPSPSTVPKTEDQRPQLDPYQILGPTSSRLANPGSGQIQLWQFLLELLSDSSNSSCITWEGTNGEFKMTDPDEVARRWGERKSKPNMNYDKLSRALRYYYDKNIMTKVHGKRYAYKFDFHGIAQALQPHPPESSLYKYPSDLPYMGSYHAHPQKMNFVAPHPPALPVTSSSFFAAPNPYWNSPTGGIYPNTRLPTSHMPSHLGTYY
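His-tagged ERG Ets domain (1 uM in the protein solution; 300mM KCl, 50mM Tris-HCl, 1mM EDTA, 1mM DTT, pH 7.5) received compound, then a probe mix of 5 nM fluorescein-DNA and 100nM Texas-615-DNA. Fluorescence polarization was read for both dyes.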
APEX1 inh = qHTS Assay for Inhibitors of the Human Apurinic/apyrimidinic Endonuclease 1 (APE1); DNA repair nuclease/redox regulator APEX1 (Homo sapiens), P27695; recombinant APE1, TAMRA/BHQ-2 abasic DNA cleavage fluorescence; Potency, µM (doses to about 65.8 µM), for inactives: at the top dose activity change, negative = inhibition, hits mostly inhibitors; 350,000 tested, 0.35% active;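 further: potency means the concentration at half of the fitted maximal effect; plate controls were vehicle for no effect and reference inhibitor for full effect; nearly all actives have a fitted effect of over 55% in size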
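Readout is kinetic fluorescence (ex 525, em 598 nm) from cleavage of 50 nM TAMRA/BHQ-2 THF abasic duplex by 0.75 nM APE1, compound added 15 min beforehand at RT.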
12-LOX inh = Primary qHTS assay for inhibitors of human arachidonate 12S-lipoxygenase (ALOX12): Round 2. Polyunsaturated fatty acid lipoxygenase ALOX12 (Homo sapiens), P18054. purified 12hLO, xylenol orange hydroperoxide absorbance. Potency, µM (highest dose often 108 µM), inactives show at the highest dose activity change, negative = inhibition, hits mostly inhibitors. 580,000 tested, 1.1% active; further: potency means the concentration at half of the fitted maximal effect; on the % scale 0 is the no-effect control and ±100 the full control effect
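Hydroperoxide product was detected by ferrous iron/xylenol orange as the 573 to 405 nm absorbance ratio. Arachidonic acid at 40 uM (final) was turned over for 30 min at room temperature by 150 nM human 12hLO, pH 7.0 Hepes buffer, after 15 min compound preincubation.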
Pol beta inh = qHTS Assay for Inhibitors of DNA Polymerase Beta. Potency, µM (highest dose often 114 µM), inactives show at the top dose activity change, negative = inhibition, hits mostly inhibitors. Pol beta primer extension/strand displacement, fluorescence kinetic. 340,000 tested, 1.3% active; further: potency means the concentration at half of the fitted maximal effect; on the % scale 0 is the no-effect control and ±100 the full control effect
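Human Pol beta at 10 nM; strand-displacement substrate 50 nM final. Compound exposure 15 min at room temperature before start, reaction 10 min at room temperature.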
POLI inh = qHTS for Inhibitors of Polymerase Iota. DNA polymerase iota (Homo sapiens), Q9UNA4. Pol iota fluorescent replication assay, 10 min. Potency, µM (doses to about 115 µM), inactives show at the top dose activity, negative = inhibition, most hits filed as inhibitors. 390,000 tested, 1% active; further: potency means the concentration at half of the fitted maximal effect
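Fluorescent replication assay read twice, at 0 min and 10 min after adding 50 nM (final) substrate. Enzyme (10 nM) and compounds were first incubated 15 min at room temperature; enzyme-free buffer wells were negative controls.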
An asterisk follows results filed as active; u = inconclusive; x = no result given; & = joins results of further samples; [ ] = dose if it differs, or a comment. Unless noted, the call rests on the fitted dose curve; in most records, active means well fitted curve in the direction sought with a large enough effect; inconclusive means small, poorly fitted or top-dose-only effect, or another doubt; inactive means no such curve, though single readings can be large; an effect the other way counts as inactive or inconclusive. The list is partial; the hit share may differ from the screen's.

smiles,Anesthetic bind,Pol kappa inh,BLM inh,TRHR ag,ERG-DNA inh,APEX1 inh,12-LOX inh,Pol beta inh,POLI inh
CC(=O)Oc1ccc(C(=O)Nc2ccc3c(c2)OCCO3)cc1,-6%,-2%,-1%,0.3,-15%,7%,0%,32%,92%[activator]
O=C(CCC1CC(=O)Nc2ccccc21)NCc1cccnc1 (stereo not drawn),-3%,-7%,-1%,0.7,-5%,4%,-10%,-15%,5%
OCCN1CCOCCOCCN(CCO)CCN(CCO)CC1,-10%,0%,-7%,-0.3,-16%,u,2%,32%,10%
O=C1C=CN(Cc2ccccc2)C(c2ccccc2)C1 (stereo not drawn),x,-1%,x,x,-5%,2%,22%,x,-6%
N#CCCn1c(=O)c(CCc2ccccc2)nc2cnc(Oc3cccc(Cl)c3)nc21,x,-5%[60.1 µM],-11%,x,x,1%,139%[activator],x,x
CC(=O)N1CCc2cc(CNC(=O)Nc3ccc(Br)c(C)c3)ccc21,u,-15%[60.1 µM],-3%,-0.1,-2%,x,-18%,-19%,-11%
O=C(O)CCCC(=O)N1CCN(C(c2ccccc2)c2ccccc2)CC1,1%,1%,2%,0.9,12%,4%,6%,4%,18%
CN(C)S(=O)(=O)c1cc(NC(=O)c2cc(=O)[nH]c3ccccc23)ccc1Cl,-15%,x,-4%,0.5,x,12%,x,30%,x
O=C(CSc1nc2c(sc3ccccc32)c(=O)n1-c1ccccc1)NCc1ccco1,1%,-9%,-1%,0.4,4%,3%,-16%,-3%,u
COc1cccc(-c2sc3ccc(OC)cc3c2C#CC(C)(C)O)c1,x,3%,x,-0.7,-9%,-8%,-18%,x,-16%
Fc1ccc(Nc2nc(-c3cccc(Cl)c3)c3c(n2)-c2ccccc2OC3)cc1,-15%,0%,-4%,0.0,-1%,x,-22%,1%,u
Cc1ccc(CSc2nc3c(c(=O)[nH]2)CCC3)cc1,-16%,-10%,-1%,1.0,-2%,-5%,0%,11%,13%
Cc1cccc(NC(=O)C2CCCN2/C=C/C(=O)C(F)(F)F)c1C (stereo not drawn),3%,-15%,5%,-0.2,-1%,15%,14%,25%,3%
Cc1ccc(-c2nc(S(=O)(=O)c3ccc(C)cc3)c(SCC(N)=O)o2)cc1,-6%,-5%,-10%,-0.1,-1%,5%,u,3%,-16%
Cc1cc(C)n(CC(=O)c2ccc(Cl)cc2)n1,-13%,-1%,0%,0.3,-2%,-3%,-2%,26%,173%[activator]
O=C(CCCN1C(=O)c2ccccc2C1=O)N1CCN(c2ccccn2)CC1,-5%,-8%,1%,1.6,-3%,-1%,0%,17%,-2%

Looked up one by one from the list above, 2 records:
smiles,Anesthetic bind,Pol kappa inh,BLM inh,TRHR ag,ERG-DNA inh,APEX1 inh,12-LOX inh,Pol beta inh,POLI inh
O=C(CCCN1C(=O)c2ccccc2C1=O)N1CCN(c2ccccn2)CC1,-5%,-8%,1%,1.6,-3%,-1%,0%,17%,-2%
O=C(O)CCCC(=O)N1CCN(C(c2ccccc2)c2ccccc2)CC1,1%,1%,2%,0.9,12%,4%,6%,4%,18%

New compounds follow.
smiles,Anesthetic bind,Pol kappa inh,BLM inh,TRHR ag,ERG-DNA inh,APEX1 inh,12-LOX inh,Pol beta inh,POLI inh
O=C(NCCCN1CCOCC1)c1ccc(CSCc2cccc(Cl)c2)o1,-11%,-1%,-1%,0.5,-7%,3%,-5%,6%,2%
Cc1ccc(-c2sc(C(=O)Nc3ccc(Br)cc3)cc2CC(=O)O)cc1,-7%,-31%,-3%,-1.0,0%,x,u,-22%,0%
CN1CCN(c2ccc(Nc3ccnc4cc(Cl)ccc34)cc2)CC1,-11%,-21%,39%[activator],0.9,20%,1%,0%,10%,-16%
Cc1nnc(NC(=O)c2ccncc2)s1,1%,-3%,-2%,0.0,14%,-4%,19%,8%,4%
CSC1=NC(NCCCO)c2c(sc3c2CC(C)(C)OC3)N1 (stereo not drawn),-2%,-2%,2%,-0.1,6%,9%,-4%,5%,11%
O=[N+]([O-])c1cccc(-c2n[nH]c(=S)n2-c2ccccc2)c1,-11%,-17%,0%,0.3,10%,0%,x,-17%,140%[activator]
O=C(Cc1ccc(Cl)cc1)NCc1ccccc1Cl,-4%,-8%,-3%,-1.9,7%,12%,0%,5%,74%[activator]
COc1cc2c(cc1OC)C1C(C(=O)Nc3ccccc3N3CCN(C)CC3)c3ccccc3C(=O)N1CC2 (stereo not drawn),-8%,-3%,-6%,1.0,11%,-6%,0%,2%,7%
CCOc1ccccc1-n1c(N)c(C(N)=O)sc1=S,-11%,-16%,1%,1.2,3%,6%,-17%,3%,17%
O=C(NNc1nc(Nc2ccccc2)nc(N2CCOCC2)n1)Nc1ccc(Cl)cc1,-13%,1%,0%,0.8,3%,-5%,-11%,2%,19%
Cc1cccc(NC(=O)c2ccc3nsnc3c2)c1C,-12%,-4%,-2%,-0.7,5%,5%,-3%,12%,35%[activator]
CC1CCCCC1NC(=O)CN1CCN(S(=O)(=O)c2ccc(Br)s2)CC1 (stereo not drawn),x,-10%,x,-0.4,5%[15.4 µM],4%,-12%,x,17%
COc1ccc(-c2ccc3c(c2)S(=O)(=O)c2cccc(C(=O)NC4CC4)c2C3=O)cc1OC,x,-2%,x,-0.2,2%,5%,-3%,x,u
COc1ccc(C(=O)NCCCN(C)CCCNC(=O)c2ccc(OC)cc2)cc1,-11%,-10%,-2%,0.6,-7%,11%,0%,-19%,11%
C=CCn1c(O)c2ccc(C(=O)N=NC(=O)c3ccc(F)cc3)cc2c1O,x,-2%,x,0.0,15%,-3%,1%,x,-29%
N#CCCn1cc(CNC2CCC(O)CC2)c2ccccc21 (stereo not drawn),5%,10%,-10%,-1.9,-3%,3%,-9%,32%,28%
CC1CCCC(C)N1C(=O)COC(=O)c1ccc([N+](=O)[O-])o1 (stereo not drawn),x,-13%,x,x,-3%,-41%,u,x,50µM*
COc1cc(O)c(C(CC(=O)N2CCOCC2)c2ccc(N(C)C)cc2)c(OC)c1 (stereo not drawn),-8%&-8%,-1%&7%,1%&0%,-0.7,-14%,3%&-4%,u,-23%,15%&22%
Cc1ccc2nc(SCC(=O)N3CCCCC3)nc(=O)n2c1,x,7%,x,0.0,-4%,59%[activator],-20%,x,23%
CCC(C)(C)C1CCC2(CC1)NC(=O)N(CC(=O)N1CCN(S(=O)(=O)c3cc(C)ccc3C)CC1)C2=O (stereo not drawn),-9%,-14%,-1%,0.3,-3%,4%,-11%,2%,8%
Cc1ccc(C(=O)NCCc2ccccc2)cc1S(=O)(=O)N1CCOCC1,x,5%,x,0.9,13%,4%,4%,x,25%
Cc1ccc(-c2ccc(/C=N/N=C3/NC(=O)C(CC(=O)O)S3)o2)c([N+](=O)[O-])c1 (stereo not drawn),-22%,-9%,-3%,-0.3,-11%,1%,-15%,5%,6%
COC(=O)c1sccc1NC(=O)NC1CCCCC1,-10%,4%,-1%,-2.0,8%,0%,0%,21%,28%
FC(F)(F)c1ccccc1-c1cncnc1NCCc1cnc[nH]1,0%,-1%[60.1 µM],4%,x,x,15%,-6%,x,x
O=C(c1ccccc1)C1(c2ccccc2)OC1c1ccccc1 (stereo not drawn),x,-2%,x,x,-2%,x,3%,x,-21%
CC(=O)N(Cc1ccc2c(c1)OCO2)C1CC(=O)N(CCc2ccccc2)C1=O (stereo not drawn),-17%,1%,-2%,0.1,3%,-5%,0%,0%,-1%
Cc1nc2cc(Cl)c(Cl)cc2n1CCCO,0%,4%,0%,-0.3,-1%,3%,0%,2%,-13%[58.9 µM]
CCc1ccc(-c2ccc(C(=O)O)cc2)nc1,-12%,-15%,-1%,0.1,1%,-1%,0%,3%,-5%
COCC(C)NC(=O)c1cc(-c2ccc(OC)c(OC)c2)on1 (stereo not drawn),0%,-2%,0%,0.1,0%,3%,-13%,u,4%
COc1cc(/C=N/Nc2nn3cnnc3c3ccccc23)cc(OC)c1OC,78%[activator],u,-13%,0.1,-5%,u,0%,u,u
CCOC(=O)c1oc2c(c1C)-c1nn(Cc3ccccc3Cl)cc1CC2,-11%,-21%,-8%,1.0,9%,x,-15%,24%,-2%
Cc1cc(C(F)F)n2ncc(C(=O)NCc3ccccc3F)c2n1,7%,-3%,1%,-0.3,x,-1%,-7%,2%,-17%
O=[N+]([O-])c1ccc(Cl)c(/C=N/N2CCN(c3ccccc3)CC2)c1,-22%,-7%,-5%,-0.2,-2%,-5%,3%,9%,-21%
COc1ccccc1NC(=O)Oc1cccc(OC(=O)c2ccccc2)c1,-11%,-7%,-5%,-1.1,8%,-6%,-13%,41%,-16%
COc1ccc(-n2ccnc2SCC(=O)NC2CCCC2)cc1,x,-10%,x,-0.3,-6%,23%,-18%,x,7%
CCCc1ccccc1OCCNS(=O)(=O)c1cc2c(cc1C)OCC(=O)N2,-18%,6%,-4%,-0.8,0%,56%[activator],-12%,-17%,85%[activator]
Cc1ccc(/C=N/NC(=O)c2nnn(-c3nonc3N)c2CN(C)c2ccccc2)s1,-14%,6%,-13%,-0.4,-18%,34%,0%,u,3%
CCC(C)(C)NC(=O)CN(C(=O)CCC(=O)Nc1cc(C)ccn1)c1ccc2c(c1)OCO2,-11%,-5%,0%,-0.3,5%,-3%,24%,-14%,12%
